TSHR antag = human thyrotropin receptor antagonism. P16473. TSHR-expressing cells, TSH-stimulated cAMP HTRF, 2 h; stronger effect = lower value. activity change, negative = inhibition, % at 11.5 µM. hit rate 0.2% among 330,000. AID 504810;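 active means activity change below a set negative limit, meaning inhibition stronger than a set level, cut at about -70% in these data; inconclusive means activity change between two set negative limits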; further: on the % scale 0 is the no-effect control and ±100 the full control effect
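TSHR-expressing cells, 200/well, pre-treated with compound, then stimulated with EC80 TSH (4nM final) for 2 hours at 37 deg C. cAMP measured by competitive HTRF: anti-cAMP cryptate antibody in lysis buffer plus cAMP-d2, read after 30 minutes at room temperature.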
AT treatment = candidate therapy for ataxia-telangiectasia | […] A-T fibroblasts, KAP-1 phosphorylation AlphaLISA; neocarzinostatin DNA damage 30 min before lysis | Potency, µM (series often up to 57.5 µM), for the others: at the highest dose activation, most hits filed as activators | hit rate 0.19% among 320,000; further: potency means the concentration at half of the fitted maximal effect; % of control where 0% means no effect; nearly all actives have a fitted effect of over 45% in size
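ATM-like activity read as KAP-1 phosphorylation via AlphaLISA donor/acceptor antibody pairs after lysis and 6 hr at 25C. Cells were ATM-null patient fibroblasts ([…], hTERT), dosed 60 min, then exposed to the DSB inducer NCS for 30 min.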
TCR activator = activators of T cell receptors; primary human leukocytes, anti-CD3, IL-2 HTRF, 48 h; Potency, µM (doses to about 9.22 µM), inactives show top-dose activation of IL-2 secretion, most hits filed as activators; 330,000 tested, under 10 active; further: % of control where 0% means no effect
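Using a-CD3 beads without co-stimulation, primary human leukocytes were exposed to compounds for 48 hr. An HTRF IL-2 kit measured the cytokine, with europium-to-d2 energy transfer producing emission at 665nm upon 320nm excitation.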
Mito fusion yeast = mitochondrial division inhibition or fusion activation | hit rate 0.23% among 320,000 | Potency, µM (titrated, usually from 46.1 µM), for inactives: at the top dose growth rescue (activation), hits mostly activators | S. cerevisiae fusion-defective mutant growth rescue, CellTiterGlo 48 h;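 further: potency means the concentration at half of the fitted maximal effect; % of control where 0% means no effect; nearly all actives have a fitted effect of over 45% in size; temperature-sensitive fusion mutants such as fzo1-1 at 37 °C on non-fermentable ethanol glycerol medium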
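Yeast fusion mutant, YPEG (non-fermentable carbon), compound, 48 h at 37C non-permissive; CellTiterGlo added, 10 min RT, luminescence read. Rescued growth = division inhibition.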
USP2a inh = USP2a (human) protease inhibition | hit rate 0.01% among 330,000 | USP2 core, Ub-CHOP2 coupled fluorogenic reporter, 485/531 | Potency, µM (titrated, usually from 38.3 µM), for inactives: at the top dose activity change, negative = inhibition, usual class: inhibitors;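 further: potency means the concentration at half of the fitted maximal effect; plate controls were DMSO wells for no effect and full inhibition by NEM control for full effect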
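USP2 core (10nM final) preincubated 30min RT with compound in 20mM Tris-HCl pH 8.0, 2mM CaCl2, 2mM beta-mercaptoethanol, 0.05% CHAPS; 25nM Ub-CHOP2 plus 25nM reporter substrate added, fluorescence (Ex485/Em531) read after 60min.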
TRPV1 ag = agonists of human vanilloid receptor 1 (TRPV1). Q8NER1. TRPV1-expressing cells, Fluo-8 calcium influx, agonist mode. activation, % at 8.33 µM. hit rate 0.19% among 320,000; in the data active means activation above about 80%; inconclusive means between about 30% and that limit; further: 0% is about no effect
Target sequence (Q8NER1 whole entry, looked up): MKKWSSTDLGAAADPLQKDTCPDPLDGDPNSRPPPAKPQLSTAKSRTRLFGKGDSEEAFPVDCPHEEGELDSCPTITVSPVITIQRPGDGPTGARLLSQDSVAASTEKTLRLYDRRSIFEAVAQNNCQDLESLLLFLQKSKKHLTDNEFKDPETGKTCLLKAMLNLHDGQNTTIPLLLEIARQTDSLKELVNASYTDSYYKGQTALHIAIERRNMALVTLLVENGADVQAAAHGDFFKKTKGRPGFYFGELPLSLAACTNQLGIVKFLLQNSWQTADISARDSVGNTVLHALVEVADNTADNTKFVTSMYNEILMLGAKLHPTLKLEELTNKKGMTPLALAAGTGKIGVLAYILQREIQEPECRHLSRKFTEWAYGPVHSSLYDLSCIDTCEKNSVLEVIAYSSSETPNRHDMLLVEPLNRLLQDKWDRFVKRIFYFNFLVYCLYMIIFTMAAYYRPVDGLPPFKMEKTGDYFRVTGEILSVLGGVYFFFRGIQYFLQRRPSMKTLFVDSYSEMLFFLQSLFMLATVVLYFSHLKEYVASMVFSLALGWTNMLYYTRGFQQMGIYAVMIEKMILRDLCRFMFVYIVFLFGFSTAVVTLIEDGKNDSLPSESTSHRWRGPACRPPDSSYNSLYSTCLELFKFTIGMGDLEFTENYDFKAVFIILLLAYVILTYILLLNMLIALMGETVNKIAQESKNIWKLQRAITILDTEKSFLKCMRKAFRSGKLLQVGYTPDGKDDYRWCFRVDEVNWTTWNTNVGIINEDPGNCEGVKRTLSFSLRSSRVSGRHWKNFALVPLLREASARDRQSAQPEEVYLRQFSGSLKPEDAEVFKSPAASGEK
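TRPV1-expressing cells were cultured overnight at 35.5C and loaded with Fluo-8 calcium dye for 40 to 90 min at room temperature. After a 10 s baseline, compound was added and calcium influx was read kinetically for 3 min (ex 480/em 520 nm).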
Eya2 phos inh = blocks the phosphatase activity of human Eya2; O00167; recombinant Eya2, OMFP fluorescence dephosphorylation (OMFP is methylfluorescein phosphate); Potency, µM (doses to about 76.9 µM), inactives show top-dose activity, negative = inhibition, usual class: inhibitors; hit rate 0.006% among 330,000; further: potency means the concentration at half of the fitted maximal effect; on the % scale 0 is the no-effect control and ±100 the full control effect
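Eya2 (0.2 uM) preincubated 10 min at ambient with compound, then OMFP substrate added at 50 uM; 10 min reaction in 50 mM HEPES pH 7.5, 50 mM NaCl, 5 uM MgCl2, 0.05% BSA, 1 mM DTT. Fluorescence read at Ex 485/Em 525 nm.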
ELG1 DNA repair = ELG1-dependent DNA repair inhibition; hit rate 2.3% among 330,000; HEK293T ELG1-luciferase reporter, luminescence, 16 h; DNA damage induced by 5-fluorouridine; Potency, µM (doses to about 46.1 µM), for the others: top-dose activity change, negative = inhibition, actives largely listed as inhibitors; further: potency means the concentration at half of the fitted maximal effect; on the % scale 0 is the no-effect control and ±100 the full control effect; nearly all actives have a fitted effect of over 55% in size
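Overnight (16 hr) co-exposure of 2,000 cells/well to 5-fluorouridine and compound at 37 °C preceded detection. Luciferase was quantified via ONE-Glo luminescence; loss of signal denotes inhibition.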
hERG WT inh = inhibitors of human wildtype KCNH2 potassium channel; hit rate 0.37% among 340,000; U2OS, BacMam KCNH2, thallium flux FluxOr; stronger effect = lower value; Q12809; AID 720551; activity change, % at 1.84 µM;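 active means maximum activity change below -70%; inconclusive means maximum activity change between -70% and -50%; inactive means maximum activity change above -50%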; further: on the % scale 0 is the no-effect control and ±100 the full control effect
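U2OS cells transduced with wild-type KCNH2 virus are loaded with FluxOr dye for 45 min, and thallium flux is measured in kinetic reads before and after stimulation buffer. Rate constants are normalized to DMSO controls.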
KCNH2 3.1 block = blocks the human KCNH2 3.1 channel isoform; hit rate 0.95% among 340,000; activity change, % (tested at about 1.8 µM); U2OS KCNH2 3.1, thallium flux FluxOr; stronger effect = lower value;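 active means maximum activity change below -70%; inconclusive means maximum activity change from -70% to -50%; inactive means maximum activity change above -50%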;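 further: thallium influx rate constant from kinetic fluorescence after stimulation buffer; on the % scale 0 is the no-effect control and ±100 the full control effect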
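We transduce U2OS cells with the mutant 3.1 virus, culture them overnight, load FluxOr with Red40 quencher for 45 min, then add stimulation buffer and read kinetically for 2 min to derive a normalized rate constant.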
Active calls of the source: *; ? = inconclusive; / = no result given; [ ] = another dose, or the depositor's remark. Unless noted, the call rests on the fitted dose curve; in most records, active means well fitted curve in the direction sought with a large enough effect; inconclusive means small, poorly fitted or top-dose-only effect, or another doubt; inactive means no such curve, though single readings can be large; an effect the other way counts as inactive or inconclusive. This is a subset; the hit share may differ from the screen's.

SMILES | TSHR antag | AT treatment | TCR activator | Mito fusion yeast | USP2a inh | TRPV1 ag | Eya2 phos inh | ELG1 DNA repair | hERG WT inh | KCNH2 3.1 block
Cc1cc(C(=O)Nc2ccc(Cl)cc2)on1 | -8 | -6% | -5% | 9% | -1% | ? | 17% | -13% | -8 | 18
NC(=S)N/N=C1\CCOc2ccc(Cl)cc21 | 6 | -2% | -4% | 2% | 2% | -5 | -6% | 21µM* | -1 | -5
COC(=O)c1sc2ncccc2c1OCc1c(Cl)cccc1Cl | -7 | -5% | -7% | 4% | 2% | 2 | 7% | -3% | 0 | 0
COc1ccc(C(=O)OCC(=O)Nc2ccc3[nH]c(=O)[nH]c3c2)c(OC)c1OC | 0 | -1% | -3% | 2% | 3% | -1 | -8% | 1% | 2 | 37
C[C@H](CO)N1C[C@H](C)[C@@H](CN(C)S(=O)(=O)c2cn(C)cn2)Oc2ccc(NC(=O)NC3CCCCC3)cc2C1=O | 13 | 5% | -5% | / | 0% | / | -19% | 20% | -13 | -4
COc1ccccc1N1CCN(Cc2cnc3ccc(Cl)cn23)CC1 | 0 | 3% | 5% | 8% | 0% | 10 | 4% | 0% | -3 | 9
Cc1cc(C)c(C)c(S(=O)(=O)N2CCN(C(=O)c3cc(=O)[nH]c4ccccc34)CC2)c1C | -8 | 1% | -1% | 1% | -9% | -1 | 5% | ? | -2 | 6
COc1ccccc1CNC(=O)C/C(C)=N/NC(=O)Cc1ccc(OC)c(OC)c1 | 1 | -4% | 2%[46.1 µM] | 1% | 2% | 11 | -2% | 9% | -3 | 6
CCCC(CCC)C(=O)Nc1c[nH]c(=O)[nH]c1=O | -8 | -1% | -3% | -1% | 5% | -2 | 35% | 2% | -2 | -9
NC(=O)C1CCN(C(=O)CSc2nc3ccccc3[nH]2)CC1 | -3 | -2% | 0% | -3% | 1% | 2 | 0% | -1% | -5 | 6
O=C(CCOc1ccccc1)Nc1ccnn1C1CCN(Cc2ccccc2)CC1 | -7 | 13% | 2% | -3% | 1% | 0 | 0% | 4% | 13 | -7
NC1=NC(=O)/C(=C\c2cccnc2)S1 | 9 | 0% | -5% | 0% | 1% | 0 | 15% | ? | / | 1
COc1cc2nc(NC(=O)c3ccc(Cl)cc3)sc(=O)c2cc1OC | 7 | 4% | 3% | 6% | 3% | -7 | 2% | ? | -2 | 3
Cc1ccc(-n2nnnc2SCC(=O)NNC(=O)c2ccco2)c(C)c1 | 30 | -1% | -3% | 4% | 2% | -2 | -1% | 1% | 1 | 5
CC(=O)c1cccc(NC(=O)COC(=O)c2ccccc2C)c1 | -2 | -5% | 2% | 8% | -3% | 1 | -4% | ? | -6 | -1

A portion of the results above, for reference:
SMILES | TSHR antag | AT treatment | TCR activator | Mito fusion yeast | USP2a inh | TRPV1 ag | Eya2 phos inh | ELG1 DNA repair | hERG WT inh | KCNH2 3.1 block
Cc1ccc(-n2nnnc2SCC(=O)NNC(=O)c2ccco2)c(C)c1 | 30 | -1% | -3% | 4% | 2% | -2 | -1% | 1% | 1 | 5
CC(=O)c1cccc(NC(=O)COC(=O)c2ccccc2C)c1 | -2 | -5% | 2% | 8% | -3% | 1 | -4% | ? | -6 | -1

Later entries.
SMILES | TSHR antag | AT treatment | TCR activator | Mito fusion yeast | USP2a inh | TRPV1 ag | Eya2 phos inh | ELG1 DNA repair | hERG WT inh | KCNH2 3.1 block
COc1ccc(C(=O)NCC(=O)OCc2ccc(F)cc2)cc1 | -7 | -1% | -3% | 4% | 2% | 16 | ? | -22% | 2 | 4
CN(CC(=O)N1CCCCCC1)S(=O)(=O)c1ccc(Br)cc1 | -5 | 4% | 0% | 5% | 1% | 12 | 4% | 6% | -6 | -1
O=C(Oc1ccc(C(=S)N2CCOCC2)cc1)c1cccc(Cl)c1 | -12 | -10% | / | -3% | 2% | 16 | -1% | -8% | -7 | 12
COc1cc(NC2c3ccccc3C(=O)N2Cc2ccc3c(c2)OCO3)cc(OC)c1OC (stereo not drawn) | -10 | 9% | -3% | 4% | 4% | 16 | 21% | -10% | 2 | -8
Cc1ccc(NC(=O)CCC(=O)NNC(=O)NC2CCCCC2)c(C)c1 | -5 | 1% | 4% | 6% | 0% | 0 | 4% | 1% | 10 | 6
Nc1cc(=O)[nH]c(SCC(=O)NCCC2=CCCCC2)n1 | -5 | -4% | -7%[46.1 µM] | / | 3% | / | 5% | ? | 0 | -11
Cc1cc(S(=O)(=O)NC2CCCCC2)ccc1OCC(=O)NCc1cccnc1 | -3 | -1% | -2% | 1% | 3% | -6 | 8% | -15% | 3 | 5
CC(C)[C@H](NC(=O)NCCc1ccc(F)cc1)C(=O)O | -7 | 35% | 2% | -1% | 4% | / | 3% | -3% | -6 | 29
Cn1c(CCn2ccccc2=O)nc2cc(NC(=O)COc3ccccc3)ccc21 | -2 | 11% | 2% | 2% | 3% | -1 | -13% | ? | -12 | 3
COc1cccc2[nH]c(=O)c(-c3ccccc3)cc12 | 21 | ? | 2% | 4% | 1% | -10 | 20% | ? | 3 | 1
O=S(=O)(Nc1ccccc1F)c1cccc(NC(=S)NCCN2CCOCC2)c1 | -3 | -4% | 0% | / | -1% | / | 1% | 0% | -3 | 3
CCOC(=O)N1CCC2(O)CCCCC2C1c1ccc(F)cc1 (stereo not drawn) | 9 | 0% | 2% | 2% | 3% | 6 | -23% | -1% | 1 | -9
Cc1ccc([C@@H]2[C@@H]3C(=O)N(C)C(=O)[C@@H]3[C@]3(C)C(=O)N(Cc4ccccn4)CC(=O)N23)o1 | 8 | 2% | -76% | 0% | 1% | 0 | 3% | 23% | 8 | 13
C=CCOc1cccc(/C=C\c2nc(O)c([N+](=O)[O-])c(=O)[nH]2)c1 | -6 | -16% | -2% | 4% | 1% | -4 | 1% | 5% | 2 | 2
C=CCN(c1cccc(C(F)(F)F)c1)S(=O)(=O)c1cccc(C(=O)OCC(=O)NC(N)=O)c1 | 23 | -3% | -10%[46.1 µM] | 4% | 1% | ? | -11% | -4% | 4 | -5
COc1cccc(-c2nnn(CC(=O)N3CCC(C)CC3)n2)c1 | 1 | -2% | -5% | -3% | 0% | ? | -3% | ? | -5 | 9
COc1cccc(C(=O)CN2C(=O)C(C)(C)Oc3ccc(C(=O)N4CCOCC4)cc32)c1 | -8 | -10% | 2% | -2% | 4% | 14 | 11% | 6% | -32 | -3
Cc1ccc(S(=O)(=O)N2CCC(N3CCN(C)CC3)CC2)cc1Cl | 3 | 2% | 0% | -1% | 0% | 1 | -25% | 1% | 4 | -1
Cc1ccc(C(=O)N/N=c2\sc3ccccc3n2C)cc1 | 25 | 3% | 1%[46.1 µM] | 6% | 0% | 1 | 1% | ? | -2 | 1
CC1(C)Cc2ccccc2C(/C(=N\Nc2cccc(Cl)c2)C(N)=O)=N1 | -16 | -3% | -6%[46.1 µM] | 0% | -12% | 8 | -3% | 16µM* | 0 | -13
Cc1ccsc1C(=O)c1sccc1C | -11 | 14% | -2%[46.1 µM] | 3% | 5% | 2 | -6% | -4% | 3 | -1
Cc1cc(OCC(=O)O/N=C(\N)c2ccccc2)ccc1Br | 3 | 7% | 0%[46.1 µM] | / | 3% | 1 | -8% | ? | -5 | -10
O=C(C1CCCN1C(=O)c1cccs1)N1CCN(Cc2ccc3c(c2)OCO3)CC1 (stereo not drawn) | -10 | 6% | -1% | 22% | 3% | 3 | -9% | -24% | -21 | -2
CSc1ccccc1NC(=O)c1ccc(Br)o1 | -2 | 2% | -3% | 3% | 4% | 1 | -5% | ? | 6 | 10
COc1ccccc1NC(=O)N1CCCC1C(=O)NC1CCCCC1 (stereo not drawn) | -6 | -3% | 1% | 0% | 2% | -1 | 13% | 27% | 4 | 0
CC(=O)Nc1ccccc1C(=O)C(=O)Nc1cccc(C(=O)NCc2ccc(C)cc2)c1 | -4 | -1% | -8%[46.1 µM] | -2% | 1% | -2 | -4% | ? | / | /
Cc1ccc2c(CC(=O)NCc3ccco3)coc2c1C | 22 | -2% | 0% | -9% | -1% | ? | 10% | ? | -2 | 3
O=C(NCc1ccc(F)cc1)c1cnccn1 | -7 | 7% | 6% | 3% | 2% | 4 | 8% | 22% | 8 | -3
CCN(CC)c1ccc(C(=O)N/N=C(\C)c2ccc(O)cc2)cc1 | 7 | -4% | -3%[46.1 µM] | -5% | -1% | 4 | -4% | -9% | -1 | -4
COc1cc(OC)c(OC)cc1CNCc1ccc2c(c1)OCO2 | -4 | -3% | / | -2% | 0% | -1 | -19% | 4% | -7 | -5
C#CCOCCOCCOCCNc1nc(N2CCOCC2)nc(N2CCN(C(=O)[C@H]([C@@H](C)CC)n3cc(CCCCN)nn3)CC2)n1 | -3 | -8% | 5% | -2% | 1% | 0 | 6% | 0% | 2 | 3
COc1cc(/C=N/n2c(=S)[nH]nc(C)c2=O)cc([N+](=O)[O-])c1O | 13 | 9%[11.5 µM] | -1% | -1% | 0% | 1 | 2% | 25% | 11 | 18
CN(C(=O)COc1ccc(Cl)cc1)c1nnc(C23CC4CC(CC(C4)C2)C3)s1 | 4 | -6% | / | 2% | 6% | 1 | -5% | 9% | / | /

Screening results as filed in PubChem BioAssay.
